# HEK293 NFkB inh: inhibitors of PMA/ionomycin-induced NF-kB reporter, primary screen, antigen receptor NF-kB inhibitor project, cell-based, HEK-293 luciferase reporter, luminescence | HEK-293 NF-kB luciferase reporter | inhibition, % at 3 µM | 62,000 tested, 0.21% active | AID 465, 2006;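 active means inhibition above the mean of all tested compounds plus 3 SD, cut at about 40% in these data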;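 further: 0% = stimulated DMSO wells and 100% = 10 µM reference inhibitor 5653914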
#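 System – HEK-293 cells with stable firefly luciferase reporter driven by four HIV NF-kB elements · Doses – one dose, 3 µM · Schedule – 1 h compound pre-incubation, 16 h PMA/ionomycin at 37 °C · Technique – luminescence from luciferase substrate reagent · Measure – percent inhibition normalized per plate to DMSO and reference-inhibitor controls · Replicates – tested once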
# Cdc25B inh: inhibitors of Cdc25B phosphatase catalytic domain, primary screen, biochemical, OMFP fluorescence; inhibition, %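 (compounds tested at 10 µM final in the well)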; 65,000 tested, 0.1% active; M-phase inducer phosphatase 2 (Homo sapiens), P30305; recombinant Cdc25B, OMFP fluorescence Ex485/Em525; in the data active means inhibition above about 50%
# ROCK2 inh: inhibitors of human ROCK2 kinase, primary screen, biochemical, high-throughput, luminescence | Rho-associated protein kinase 2 (Homo sapiens), O75116 | purified ROCK2, Kinase-Glo ATP depletion luminescence | inhibition, % at 6 µM | 60,000 tested, 0.35% active;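 active means inhibition above the screen-wide mean inhibition plus 3 SD, cut at about 18% in these data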;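 further: plate controls were DMSO wells for no effect and Y-27632 control wells after no-enzyme background subtraction for full effect; many of its hits are not listed in these tables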
# MKP-1 inh: MKP-1 phosphatase inhibitors, primary screen, biochemical, in vitro. recombinant MKP-1, OMFP hydrolysis fluorescence. inhibition, %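 (compounds tested at a single concentration somewhere between 10 and 100 µM)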. 65,000 tested, 0.15% active;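 active means inhibition above about 50%, limit read from the data; inconclusive means inhibition over screen mean plus 3 SD, below that limit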;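 further: 0% = DMSO max control wells and 100% = wells with enzyme stopped by NaOH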
# Target sequence (P28562 whole entry, looked up): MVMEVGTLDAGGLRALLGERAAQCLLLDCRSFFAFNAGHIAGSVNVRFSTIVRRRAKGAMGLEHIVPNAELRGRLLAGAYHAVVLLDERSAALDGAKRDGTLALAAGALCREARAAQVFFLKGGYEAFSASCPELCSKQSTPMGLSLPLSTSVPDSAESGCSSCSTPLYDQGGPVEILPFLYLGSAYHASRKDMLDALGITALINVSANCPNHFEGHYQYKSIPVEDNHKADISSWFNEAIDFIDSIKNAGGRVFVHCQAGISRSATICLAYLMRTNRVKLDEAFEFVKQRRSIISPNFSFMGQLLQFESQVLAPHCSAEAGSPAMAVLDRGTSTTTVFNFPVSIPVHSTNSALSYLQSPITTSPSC
# TNAP act mid DEA: human TNAP enzyme activators, primary screen, biochemical, luminescent, intermediate phosphate acceptor level; activation factor at 20 µM; Alkaline phosphatase, tissue-nonspecific isozyme (Homo sapiens), P05186; purified TNAP, CDP-star luminescence, 100 mM DEA, 30 min; hits give high values; scale: 0 levamisole-inhibited, 1 vehicle-only enzyme; 64,000 tested, under 10 active; AID 813, 2007;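 active means activation factor of at least 2 at 20 µM, relative to controls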
# Target sequence (P05186 whole entry, looked up): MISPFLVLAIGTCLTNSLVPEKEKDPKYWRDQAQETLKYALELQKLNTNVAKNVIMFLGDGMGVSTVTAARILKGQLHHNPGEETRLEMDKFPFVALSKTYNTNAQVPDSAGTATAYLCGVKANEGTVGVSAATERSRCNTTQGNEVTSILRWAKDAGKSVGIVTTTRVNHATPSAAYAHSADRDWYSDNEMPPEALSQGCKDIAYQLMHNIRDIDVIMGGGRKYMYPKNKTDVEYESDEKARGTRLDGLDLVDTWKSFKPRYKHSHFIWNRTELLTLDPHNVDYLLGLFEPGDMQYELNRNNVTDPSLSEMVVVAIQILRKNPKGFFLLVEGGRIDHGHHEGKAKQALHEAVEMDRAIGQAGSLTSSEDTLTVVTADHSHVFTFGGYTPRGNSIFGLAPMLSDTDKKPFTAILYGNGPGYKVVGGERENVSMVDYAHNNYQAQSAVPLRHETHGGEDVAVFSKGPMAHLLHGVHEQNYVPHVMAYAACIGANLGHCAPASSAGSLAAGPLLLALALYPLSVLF
# Jurkat viability: cytotoxicity toward Jurkat T cells, primary screen, cytotoxicity control, cell-based, Jurkat E6.1, 60K MLSMR library. Jurkat E6.1 viability, ATP luminescence, 48 h. inhibition, % at 4 µM. 56,000 tested, 1.2% active. AID 463, 2006;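 active means inhibition above the mean inhibition of all tested compounds plus 3 SD, cut at about 28% in these data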
# PKA kinase inh: inhibitors of human PKA kinase activity, primary screen, biochemical, ATP-depletion luminescence, Kemptide substrate | PKA Kemptide phosphorylation, Kinase-Glo ATP luminescence | 65,000 tested, 0.1% active | inhibition, % at 6 µM | AID 524, 2006;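 active means inhibition above the screen-wide mean inhibition plus 3 SD, cut at about 21% in these data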; further: many of its hits are not listed in these tables
# JNK3 blocker: JNK3 kinase activity inhibitors, primary screen, biochemical, human, purified enzyme. Mitogen-activated protein kinase 10 (Homo sapiens), P53779. HTS. inhibition, % at 8 µM. 60,000 tested, 0.61% active. AID 746, 2007; in the data active means inhibition above about 17%;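 further: 0% = DMSO and 100% = reference inhibitor; many of its hits are not listed in these tables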
# MMP-13 inhibitor: human MMP13 inhibitors, primary screen, biochemical, FRET peptide cleavage. Collagenase 3 (Homo sapiens), P45452. MMP-13 fTHP FRET cleavage, Mca fluorescence. inhibition, % at 4 µM. 65,000 tested, 0.07% active. AID 570, 2006;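 active means inhibition above the mean of compound-free control plate wells plus 3 SD, cut at about 14% in these data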;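 further: 0% = DMSO wells and 100% = wells with reference MMP-13 inhibitor after basal subtraction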
# An asterisk follows results filed as active; ? = inconclusive; . = no result given; [ ] = dose if it differs, or a comment. Not a hit list; 1.9% or so of the library scored in one or more.
SMILES,HEK293 NFkB inh,Cdc25B inh,ROCK2 inh,MKP-1 inh,TNAP act mid DEA,Jurkat viability,PKA kinase inh,JNK3 blocker,MMP-13 inhibitor
Cc1nc(C)c(C(=O)NCc2ccc(Cl)cc2)o1,8,-9,5,30,0.9,12,8,-2,-6
COCC(=O)Nc1c(C(=O)Nc2cccc(OC)c2)oc2ccccc12,-36,-11,2,-9,0.9,5,1,2,2
CCOc1ccc(-n2c(C)nc3cc(C(=O)NCCCN4CCOCC4)ccc32)cc1,18,-7,-1,3,.,4,-2,-3,2
Cc1cc(O)cc(=O)n1Cc1ccco1,14,-15,6,-22,0.9,-8,8,-4,1
CC(C)(C)OC(=O)NCCCCCc1nnc(SCC(N)=O)o1,6,0,5,-8,0.9,-7,-2,-1,3
Cc1cc(=O)n2c(n1)OC(CO)C2 (configuration not stated),10,-20,-10,-15,0.9,6,15,-2,7
COC(=O)c1ccc(NC(=O)c2ccc(CN3CCOCC3)cc2)cc1,18,-4,1,6,0.9,21,0,-2,0
CCn1c(=O)cc(SCC(=O)NCCCN2CCN(c3ccccc3F)CC2)c2ccccc21,20,-12,0,11,0.9,15,5,0,-5
CCCC(=O)Nc1cc(-c2nn(C)c(=O)c3ccccc23)ccc1OC,25,0,2,-3,0.8,2,6,-1,2
CC1CC(C)CN(Cc2nc3c(c(=O)n(C)c(=O)n3C)n2Cc2ccccc2Cl)C1 (configuration not stated),14,1,6,-5,0.9,4,-3,-2,-2
Cc1n[nH]c(=O)nc1NCc1ccccc1,-6,4,2,1,1,-2,6,4,6
c1ccc(-c2cc(N3CCOCC3)nc(-c3ccccc3)n2)cc1,7,-1,1,-8,0.9,-1,6,4,-5
O=C(CSc1nnc(C2COc3ccccc3O2)o1)N1CCCCC1 (configuration not stated),10,-2,5,-9,0.9,-6,7,0,2
Cc1cccc2cc(C(c3nnnn3C3CCCC3)N3CCOCC3)c(=O)[nH]c12 (configuration not stated),13,6,2,-12,0.9,3,8,-6,1
Cc1c(C)c2cc(Cl)c(OCc3nn[nH]n3)cc2oc1=O,8,-1,1,-6,1,1,-2,-2,-74[fluorescence artefact?]
Cc1ccc(-n2nc3c(c2NC(=O)c2ccc4c(c2)OCO4)CS(=O)C3)cc1 (configuration not stated),20,-2,6,-8,0.9,-2,10,2,1
CCc1sc(C(=O)NC2CCN(C)CC2)cc1Br,18,-10,6,17,0.9,-4,10,4,3
CC(=O)c1cc(CN2CCCCC2)cc(OC(C)C)c1,.,-2,8,-19,0.9,.,4,-6,0
Cc1cccc(-n2c(SCC(=O)Nc3nonc3C)nnc2-c2ccoc2C)c1,14,-13,-1,24,0.9,-2,5,-4,7
O=C(c1ccccc1)N1CCN(C2CC(=O)N(CCc3ccccc3)C2=O)CC1 (configuration not stated),5,-2,2,14,1,6,5,1,2
COC(=O)Cn1c(=NC(=O)CSCC(=O)NC2CCCCC2)sc2cc(OC)ccc21,19,-1,.,30,0.9,.,-2,.,-7
CC(C)c1[nH]nc2c1C(c1cccc(OC(=O)N3CCOCC3)c1)C(C#N)=C(N)O2 (configuration not stated),2,6,7,-5,0.9,3,5,3,0
CCOC(=O)c1oc2ccccc2c1NC(=O)COC,13,1,-2,-5,0.8,-2,-5,-4,1
C=CCN1C(=O)/C(=C2/Sc3ccccc3N2C)SC1=Nc1c(C)n[nH]c1C,7,1,1,-18,0.9,4,-4,-7,5
CCCc1cc(C(N)=O)c(NC(=O)c2cc(C)on2)s1,-19,-13,3,8,1,-3,8,1,-4
# (list continues)
SMILES,HEK293 NFkB inh,Cdc25B inh,ROCK2 inh,MKP-1 inh,TNAP act mid DEA,Jurkat viability,PKA kinase inh,JNK3 blocker,MMP-13 inhibitor
COc1ccc2[nH]c(=O)c(CN(C(=O)c3ccccn3)c3ccccc3)cc2c1,14,-15,2,-8,0.9,1,-2,-4,-4
CCOC(=O)c1c(C)nc2ccccn12,10,-22,-3,9,1,2,6,-2,5
Nc1c(Br)cc2oc(-c3ccccc3)nc2c1Br,.,26,-2,19,0.9,.,-3,-5,2
CCCCOc1ccc(C(=O)CCN2CCCCC2)cc1,.,-14,-11,-21,0.9,.,-10,5,-8
CCOC(=O)C1=C(O)/C(=C/N(C)C)N=C1C,21,-6,-3,6,0.9,11,-3,3,-1
O=C(NCc1ccccc1)N(Cc1cc2cc3c(cc2[nH]c1=O)OCO3)CC1CCCO1 (configuration not stated),20,0,-4,13,1,6,6,-6,-38
CCOc1ccccc1NC(=O)CSc1nnc(-c2cnccn2)n1CC,8,3,0,-21,1,-6,5,-2,-8
CC(=O)c1cc2c(cc1NC(=O)CN1CCN(c3cccc(C(F)(F)F)c3)CC1)OCO2,-2,.,.,.,0.9,.,8,.,6
CCOC(=O)C(C(=O)OCC)[C@@H]1CS(=O)(=O)C[C@H]1C(C(=O)OCC)C(=O)OCC,6,2,3,-11,1,0,4,-5,3
COc1cc(C2C(C(=O)c3ccc(C)o3)=C(O)C(=O)N2c2cc(C)on2)ccc1O (configuration not stated),9,2,1,-18,0.9,-4,6,2,-4
O=C1CC(c2ccccc2)C(C(=O)O)N1 (configuration not stated),4,-8,4,2,1,7,1,5,-1
O=C(NCCN1CCN(C(=O)c2cc3ccccc3oc2=O)CC1)c1cc2ccccc2oc1=O,15,-6,4,5,0.9,-4,2,2,-10
Cc1noc(NS(=O)(=O)c2ccc(NC(=O)CSc3ncccn3)cc2)c1C,3,-8,-1,-2,0.9,-4,-11,0,9
Cc1cc(C(=O)OCC(=O)Nc2cc(C)on2)c2ccccc2n1,13,3,0,21,0.9,2,0,-5,-5
CC1CC(C)CN(c2ncnc3c2cnn3Cc2ccc(Cl)cc2)C1 (configuration not stated),16,-15,1,10,0.9,1,-1,-3,0
COc1ccc2c(Cl)c(-c3nnc4n3CCCCC4)sc2c1,12,-13,5,-3,1,-6,5,-4,2
CCOc1ccc(C(=O)Cc2ccc3oc(C(=O)O)cc3c2)c(O)c1,6,-7,.,19,0.9,.,8,.,6
COc1cc(C(=O)NCc2cn3ccccc3n2)cc(OC)c1OC,-5,11,4,-7,.,-5,8,58*,0
O=C(NCc1ccc2c(c1)OCO2)C1CC(=O)N(C2CCCCCC2)C1 (configuration not stated),10,-21,6,15,0.9,-4,2,1,-1
CC1CC(C)CN(C(=O)CSc2nnc(-c3ccc(F)cc3)o2)C1 (configuration not stated),-2,-8,1,3,1,-2,9,-8,6
CCOC(=O)c1oc2ccc(S(=O)(=O)N3CCOCC3)cc2c1C,17,2,.,2,1,.,8,.,2
CC(C)CCNC(=O)c1cnn2c(C(F)(F)F)cc(-c3ccco3)nc12,10,-1,.,32,0.9,.,-3,.,-9
O=C(NCc1ccco1)Nc1ccc2snnc2c1,6,.,.,.,0.9,.,9,.,11
CSc1nc(C)c2c(n1)OC(CN1C(=O)c3ccccc3C1=O)C2 (configuration not stated),6,7,5,2,0.9,-5,0,-2,-5
COC(=O)C1=C(C)N(CCc2ccc(OC)cc2)C(=O)C1,15,-4,2,11,1.1,1,1,-9,4

# Marked active in JNK3 blocker (from the list above):
compound	Cdc25B inh	ROCK2 inh	MKP-1 inh	TNAP act mid DEA	PKA kinase inh	JNK3 blocker	MMP-13 inhibitor
COc1cc(C(=O)NCc2cn3ccccc3n2)cc(OC)c1OC	11	4	-7	.	8	58*	0

# The list goes on.
SMILES,HEK293 NFkB inh,Cdc25B inh,ROCK2 inh,MKP-1 inh,TNAP act mid DEA,Jurkat viability,PKA kinase inh,JNK3 blocker,MMP-13 inhibitor
CC(=O)c1c(C)[nH]c(C(=O)N2CCCCCC2)c1C,19,-1,-3,1,0.9,6,-4,1,2
O=C(c1ccc2c(c1)OCCCO2)c1cccs1,-40,8,-1,13,0.9,1,3,-4,-1
O=C1c2ccccc2C(=O)N1CCc1nc(-c2cccnc2)no1,10,-6,4,-11,0.9,-4,0,3,1
CN1CCN(C(=O)c2sc(=S)n(-c3ccccc3)c2N)CC1,16,-11,-4,4,0.9,4,-10,-5,-3
Cc1ccc2c(c1)C(c1ccccc1)N(C(=O)c1ccc(Br)o1)CC(=O)N2 (configuration not stated),7,-15,2,6,1,-8,5,5,8
CCOc1ccc(CCNC(=O)C2CCN(C(=O)N(C)C)CC2)cc1OCC,6,-30,2,12,0.9,-5,-1,2,1
CCOC(=O)c1c(N)sc2c(OC)c(Br)ccc12,2,-2,1,17,0.9,4,2,1,2
COc1ccccc1-c1ccc(=O)n(CC(=O)NC(C)(C)C)n1,3,-5,1,30,1,0,5,-2,1
Cc1nn(C)c(C)c1S(=O)(=O)N(CC(=O)NCCCOC(C)C)c1ccc(C(C)C)cc1,4,-26,-11,?,0.9,2,-4,-3,6
CCOc1ccc(C(=O)CCN2CCCCCC2)cc1,3,-15,5,12,0.9,2,7,7,-4
Cc1nnc(C)n1/N=C/c1cccs1,5,-2,1,-1,0.9,-1,-1,3,2
O=C1C2C3C=CC([C@@H]2C(=O)N1c1nccs1)C31CC1 (some centres not stated),11,-9,8,-23,0.9,1,4,-2,0
CCOC(=O)c1c(N)ssc1=S,5,0,3,3,1.1,-2,-3,0,-2
CC(C)N(Cc1nc(-c2ccc(Cl)cc2)no1)C(=O)c1cccs1,11,-18,6,7,0.9,10,3,0,2
Cc1ccc(S(=O)(=O)NCc2ccco2)cc1C,19,-7,4,6,1,-2,7,4,7
C=CCn1c(COc2ccc(F)cc2)nnc1SCC(=O)NC(=O)NCc1ccco1,12,-9,2,31,0.9,1,9,2,3
N#Cc1c(NC(=O)CSc2nnnn2C2CCCCC2)sc2c1CCCC2,-5,-8,4,-11,0.9,-8,15,-3,3
O=C1CCCc2nc(NCc3ccco3)ncc21,11,-2,4,22,0.9,-4,11,0,0
Cc1ccc(CNC(=O)c2cc3c(-c4ccc(Cl)cc4)nn(C)c3s2)o1,10,-8,1,-4,0.9,7,6,1,-21
O=C(Nc1cccc(-c2cn3ccsc3n2)c1)c1ccccc1,-3,-3,2,21,0.9,-1,2,-1,-6
CC(C)(C)OC(=O)N1CCCC1C(=O)O (configuration not stated),16,-5,8,-1,0.9,0,11,-8,-8
COc1ccccc1-n1cnc(N)c1C(C)=O,15,-7,10,15,0.9,-4,16,3,3
CCn1c(=O)c(C(C)=O)nc2ccccc21,-3,6,-4,18,0.9,-1,-4,5,-11
O=S(=O)(c1cccs1)N1CCCc2ccccc21,6,-1,-5,5,1,4,-5,-5,2
CCC(=O)c1cc2c(cc1NC(=O)c1cccs1)OCCO2,4,-2,6,2,0.9,-7,6,1,-6
COc1ccccc1Cc1noc(COc2cccc(C)c2C)n1,4,-6,1,2,0.9,0,0,5,1
CC(=O)c1ccc(NC(=O)CN2C(=O)COc3ccc(Cl)cc32)cc1,3,-9,8,1,0.9,-3,6,3,1
Cc1ccc(N2CC(C(=O)Nc3ccc(N(C)C)cc3)CC2=O)cc1C (configuration not stated),.,-2,-5,-16,1,.,-8,-6,8

# Screens as filed in PubChem.
